Screening data: PubChem BioAssay, several laboratories
FLuc act counter – firefly luciferase counter-screen for stimulation assays. P08659. ATPlite luciferase biochemical, luminescence, 10 min; 0 = ATP-free wells, 1 = DMSO control. activation factor at 10 µM. 200,000 tested, under 10 active;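 active = luciferase activation factor, scaled between plate controls, of at least 2 with compound at 10 µM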
Target sequence (P08659 whole entry, looked up): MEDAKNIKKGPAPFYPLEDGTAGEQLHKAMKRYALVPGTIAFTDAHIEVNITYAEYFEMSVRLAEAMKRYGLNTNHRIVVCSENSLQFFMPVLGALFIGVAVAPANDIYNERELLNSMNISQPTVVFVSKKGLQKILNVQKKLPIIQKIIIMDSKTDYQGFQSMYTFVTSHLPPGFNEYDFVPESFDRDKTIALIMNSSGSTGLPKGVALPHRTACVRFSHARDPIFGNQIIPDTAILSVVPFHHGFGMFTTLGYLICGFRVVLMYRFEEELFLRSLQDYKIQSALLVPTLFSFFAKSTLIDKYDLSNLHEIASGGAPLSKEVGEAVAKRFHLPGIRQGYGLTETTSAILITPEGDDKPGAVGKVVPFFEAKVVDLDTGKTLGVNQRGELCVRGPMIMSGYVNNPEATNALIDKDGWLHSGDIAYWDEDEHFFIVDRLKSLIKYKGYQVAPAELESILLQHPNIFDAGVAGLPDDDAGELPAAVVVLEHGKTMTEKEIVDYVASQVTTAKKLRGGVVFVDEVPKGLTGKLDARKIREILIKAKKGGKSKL
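assay system = Luciferase/luciferin detection reagent, cell-free biochemical luciferase assay | also added = ATP substrate | times = 10 min post-reagent at room temperature | measured by = luminescence from luciferase reaction | measure = luciferase activation, seen as luminescence increase over controls | benchmarks = low control with PBS replacing ATP, high control enzyme plus ATP without compound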
ROMK primary – human ROMK K+ channel modulation, primary screen; P48048; Tet-inducible ROMK, thallium flux fluorescence; actives lie on both sides; B-score at 10 µM; 2% of 130,000 active;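 active = signal ratio slope over the read window, or its plate-corrected B-score, at least 3 SD from the plate mean, either direction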;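 also: B-score of the F/F0 ratio slope over 7 to 12 s after thallium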
Target sequence (P48048 whole entry, looked up): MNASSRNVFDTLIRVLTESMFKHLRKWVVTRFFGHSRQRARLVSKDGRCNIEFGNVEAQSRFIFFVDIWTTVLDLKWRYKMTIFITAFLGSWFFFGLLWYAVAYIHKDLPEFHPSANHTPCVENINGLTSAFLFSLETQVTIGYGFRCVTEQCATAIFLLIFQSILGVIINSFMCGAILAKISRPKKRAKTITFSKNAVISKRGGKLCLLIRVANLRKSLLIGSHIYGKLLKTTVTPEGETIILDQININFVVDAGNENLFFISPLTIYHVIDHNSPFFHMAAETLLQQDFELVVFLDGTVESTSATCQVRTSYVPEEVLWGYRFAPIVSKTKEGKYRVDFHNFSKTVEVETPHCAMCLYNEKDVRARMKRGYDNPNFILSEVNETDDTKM
STAT3 act – activators of IL-6 induced STAT3 signaling; U3A cells, IL-6 STAT3-luciferase reporter, luminescence; 100% = signal with IL-6 EC80 alone; activation (% of control), % at 5.6 µM; 0.91% of 190,000 active;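 active = activation above the screen-wide mean of compound activation plus 3 SD, cut at about 130% in these data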;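 also: 0% = background luminescence of wells with medium and substrate only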
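Test system: human U3A cells carrying STAT3-luciferase construct; control set: IL-6-only wells as 100% reference; timing: compound pre-incubation 1 h before IL-6, then 6 h stimulation at 37 °C; also added: IL-6 stimulus at 33 ng/mL final; evaluation: % activation versus median of IL-6-stimulated wells; detection: reporter luminescence signal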
FLuc inh counter – Photinus pyralis luciferase inhibition counter-screen. P08659. ATPLite firefly luciferase biochemical luminescence, 10 min. inhibition, % at 10 µM. 1.5% of 200,000 active. AID 1006;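 active = inhibition above about 50% when tested at 10 µM, limit read from the data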
APP 5UTR inh – APP translation inhibition; 0.82% of 190,000 active; SH-SY5Y APP 5'UTR-luciferase reporter, luminescence; inhibition, % at 2 µM; AID 1285;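 active = inhibition above a set limit, derived from the sample mean plus 3 SD, cut at about 45% in these data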; also: values of inactives mirror those of a sister screen read the other way
STAT1 blocker – inhibitors of IFN-gamma induced STAT1 signaling; NIH 3T3 STAT1-luciferase reporter, luminescence; inhibition, % at 5.5 µM; 0.35% of 200,000 active;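 active = inhibition above a set limit, the mean inhibition across all tested compounds plus 3 SD, cut at about 34% in these data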;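 also: 0% = IFN-gamma with DMSO and 100% = IFN-gamma with 300 µM nifuroxazide; values of inactives mirror those of a sister screen read the other way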
NF-kB expr up – compounds increasing NF-kB expression in human neuronal cells; fold change at 12.5 µM; 1.6% of 190,000 active; AID 1239; NF-kB reporter expression; active compounds read high; in the data active = fold change above about 3.3
STAT3 blocker – inhibitors of IL-6 induced STAT3 signaling; U3A cells, IL-6 STAT3-luciferase reporter, luminescence; host cell line lacks STAT1; inhibition, % at 5.5 µM; 0.89% of 190,000 active; AID 862;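 active = inhibition above the mean inhibition across all screened compounds plus 3 SD, cut at about 44% in these data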;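 also: 0% = DMSO only wells and 100% = 100 µM nifuroxazide control wells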
STAT1 act – increases IFN-gamma driven STAT1 reporter signal; AID 932; NIH 3T3 STAT1-luciferase reporter, luminescence; 100% = IFN-gamma alone, no compound; activation (% of control), % at 5.5 µM; 2.6% of 200,000 active;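 active = activation above the screen-wide mean activation plus 3 SD, cut at about 130% in these data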;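 also: raw ratio to IFN-gamma control signal so 100% means no change and 0% no light; values of inactives mirror those of a sister screen read the other way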
APP 5'UTR act – activates APP 5'UTR luciferase reporter; SH-SY5Y APP 5'UTR luciferase reporter, luminescence; zero percent = DMSO vehicle wells; 1% of 190,000 active; activation, % at 2 µM;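 active = activation above a set limit, based on mean plus 3 SD of controls, cut at about 140% in these data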; also: values of inactives mirror those of a sister screen read the other way
* marks the source's active call; other numbers are inactive results; . = no result given.

1	O=C(N/N=C/c1ccncc1)c1ccc(NS(=O)(=O)c2cccs2)cc1
2	COc1cccc(C2CC(c3cccc(Br)c3)n3ncnc3N2)c1 (stereo unspecified)
3	CCCCOc1ccccc1C1C(C(=O)OC)=C(C)N(C)C(C)=C1C(=O)OC
4	O=C(c1ccc2c(=O)n(-c3ccccc3)c(=O)[nH]c2c1)N1CCN(c2ccc(F)cc2)CC1
5	COc1ccc(NC(=O)/C(Cl)=C(/Cl)S(=O)Cc2ccc(Cl)cc2)cn1 (stereo unspecified)
6	COc1ccc(/C=C/C(=O)c2c(O)ccc3c(C)cc(=O)oc23)cc1
7	COC(=O)c1ccc(COc2ccc(-c3nn[nH]n3)cc2)cc1
8	COc1cc(C(=O)N/N=C\c2ccccc2)c([N+](=O)[O-])c(OC)c1OC
9	Cc1cc(C(=O)COC(=O)c2ccc(O)cc2)c(C)n1CC1COc2ccccc2O1 (stereo unspecified)
10	O=C1NN=C(c2ccccc2)CC1c1c[nH]c2ccccc12 (stereo unspecified)
entry no.,1,2,3,4,5,6,7,8,9,10
FLuc act counter,1,1.1,1,1.1,1.1,1,1,1,1.1,1
ROMK primary,0.0072,.,.,.,-0.014,.,-0.084,.,1.2,1
STAT3 act,93,101,104,69,79,88,96,89,104,109
FLuc inh counter,3,-12,-4,-10,-9,-4,4,0,-6,1
APP 5UTR inh,0,-2,2,5,96*,6,3,-28,-2,10
STAT1 blocker,2,-4,11,10,-202,5,7,2,1,1
NF-kB expr up,1.1,1.1,1.1,0.79,0.18,1.8,1.1,1.1,1.1,1.2
STAT3 blocker,11,4,-3,42,26,18,7,16,-1,-8
STAT1 act,98,103,90,91,292*,95,93,98,99,98
APP 5'UTR act,0,2,-2,-5,-96,-6,-3,28,2,-10

11	CCOC(=O)c1[nH]c(C)c(C(=O)OCC(=O)N(CC)C2CCS(=O)(=O)C2)c1C (stereo unspecified)
12	Cc1ccc(-c2csc3nc(CN(C)Cc4ccccc4)[nH]c(=O)c23)cc1
13	O=C(c1ccc(Cl)c(S(=O)(=O)N2CCCC2)c1)N1CCN(c2ccc(F)cc2)CC1
14	COc1ccccc1NC(=S)NNC(=O)c1cc(C)n(C)n1
15	N/C(=N\OC(=O)c1ccccc1Cl)c1cccnc1
16	O=C(c1ccco1)N1CCN(c2nc3ccsc3c(=O)s2)CC1
17	O=[N+]([O-])c1cccc(N/N=C/c2cc([N+](=O)[O-])ccc2O)c1
18	CCOc1ccc(-c2ccc(SCc3ccccn3)nn2)cc1
19	CCOC(=O)C1CCCCN1Cc1cn[nH]c1-c1ccc(F)cc1F (stereo unspecified)
20	O=C(COc1ccccc1)Nc1nonc1NC(=O)COc1ccccc1
entry no.,11,12,13,14,15,16,17,18,19,20
FLuc act counter,1,1,1,1,0.2,1,1,0.8,1.1,0.9
ROMK primary,0.49,-0.72,-0.67,.,-0.41,.,0.25,-1.4,-0.73,-0.47
STAT3 act,99,97,82,91,107,92,94,85,101,101
FLuc inh counter,-4,-4,-4,-1,83*,-3,-3,23,-9,9
APP 5UTR inh,-4,-8,-12,-20,-109,-38,-8,-49,-7,-11
STAT1 blocker,1,-6,7,0,-47,-11,-16,-33,1,-2
NF-kB expr up,0.8,1,1.1,1.3,5.7*,1,1.6,1.1,1.1,1
STAT3 blocker,6,6,24,17,-7,10,11,26,10,3
STAT1 act,99,103,93,100,140*,112,114,129*,98,102
APP 5'UTR act,4,8,12,20,109,38,7,49,7,11

21	CC1C(=O)C(C)C(c2ccc3c(c2)OCO3)NC1c1ccc2c(c1)OCO2 (stereo unspecified)
22	CC1(C)Oc2ccc(C(=O)N3CCCC3)cc2N(CC(=O)NCc2ccccc2)C1=O
23	Cc1nn(-c2ccccn2)c2c1-c1nc(N3CCOCC3)ncc1CC2
24	C=CCN(CC=C)C(=S)Nc1ccccc1
25	Cc1ccc[n+](-c2nc([O-])sc2C=O)c1
26	CCCNC(=O)C(=O)c1cccn1-c1ccsc1C(=O)OC
27	CCOC(=O)C1CCCN(C(=O)Cc2ccc(OC)c(OC)c2)C1 (stereo unspecified)
28	COc1ccc(C(=O)Nc2ccc(/C(C)=N/NC(=O)c3ccccc3O)cc2)cc1OC
29	COC(=O)C1=CN(Cc2cccs2)C=C(C(=O)OC)C1c1cccc(Cl)c1
30	COc1ccc(NC(=O)c2cc(-c3cc(C)cc(C)c3O)n[nH]2)cc1Cl
entry no.,21,22,23,24,25,26,27,28,29,30
FLuc act counter,1.1,1,1,1,1.1,1,1,0.9,1,1.1
ROMK primary,.,0.59,.,0.079,.,.,.,-0.34,-0.053,.
STAT3 act,104,103,92,96,106,104,102,103,94,107
FLuc inh counter,-6,-4,-2,-2,-5,-4,-4,13,-5,-7
APP 5UTR inh,3,-11,-8,8,-17,18,-4,-13,-6,7
STAT1 blocker,-10,8,-8,13,0,-9,-3,-32,5,0
NF-kB expr up,0.25,0.88,0.35,0.91,1.3,1.1,1,0.77,1.1,0.79
STAT3 blocker,-2,-1,13,10,-3,-2,0,0,12,-3
STAT1 act,109,93,108,88,98,108,103,129*,93,100
APP 5'UTR act,-3,11,8,-8,17,-18,3,13,6,-7

31	CCCC(=O)Nc1cc(=O)[nH]c2ncnn12
32	CC(C)c1ccc(NC(=O)N2CCCC2C(=O)Nc2ccc(-n3cnnn3)cc2)cc1 (stereo unspecified)
33	COc1ccc(C(=O)COc2ccccc2C(N)=O)cc1
34	COc1ccc2cc(C(=O)N3CCOCC3)sc(=O)c2c1OC
35	COc1ccccc1N1C(=O)c2ccccc2NC1C(OC)OC (stereo unspecified)
36	CC(=O)Nc1ccc(OCC(O)CN2CCN(c3ccccc3Cl)CC2)cc1 (stereo unspecified)
37	CC(O)CNCCCOc1cccc(Oc2ccccc2)c1 (stereo unspecified)
38	CCOc1ccc(NC(=O)NC2CC(=O)N(c3ccc(OC)cc3)C2)cc1 (stereo unspecified)
39	O=C1CN(C(=O)COC(=O)CCCOc2ccccc2)c2ccccc2N1
40	COC(=O)C1=C(C)N(CCCC(=O)O)C(=O)NC1c1ccc(-c2ccccc2)cc1 (stereo unspecified)
entry no.,31,32,33,34,35,36,37,38,39,40
FLuc act counter,1.1,1.1,1,1,1,1,1.1,1,1,1.1
ROMK primary,0.43,-0.17,-0.21,0.8,.,-1,-1.3,0.69,0.55,-0.0026
STAT3 act,102,109,90,108,102,91,96,97,108,98
FLuc inh counter,-6,-9,0,-3,1,-4,-7,1,0,-8
APP 5UTR inh,-4,-4,-3,0,-7,2,-14,-10,5,-8
STAT1 blocker,-7,-19,-6,0,11,12,3,10,-5,10
NF-kB expr up,0.96,1.5,1,0.99,0.96,0.98,1.1,1,1.3,1.1
STAT3 blocker,2,-5,16,-8,2,12,7,11,0,0
STAT1 act,106,116,102,100,90,81,95,91,105,91
APP 5'UTR act,5,4,3,0,7,-2,14,10,-5,8

41	CC(C)CNC(=S)NNC(=O)c1ccco1
42	O=C(CCC1N=C2c3ccccc3N=C(SCc3ccc(Cl)cc3)N2C1=O)NCc1ccco1 (stereo unspecified)
43	Cc1cccc(-n2c(-c3cccc([N+](=O)[O-])c3)nc3nc4ccccc4nc32)c1
44	COc1ccc(-c2nc(N)n(S(=O)(=O)c3ccc(C)cc3)n2)cc1
45	O=C(Cc1cccs1)Nc1cccc(C(=O)Nc2ccc(C(=O)O)cc2)c1
46	O=C(O)/C=C/C(=O)Nc1ccccc1C(=O)OCC(=O)c1ccc2c(c1)OCCO2
47	COc1ccccc1NC(=O)c1ccc(Br)o1
48	CCCCC(=O)NNC(=S)NCc1ccccc1
49	Clc1ccccc1-c1ncnc2ccc(Br)cc12
50	Cc1ccc(CNC(=O)C(=O)NCC(c2ccco2)N2CCOCC2)cc1 (stereo unspecified)
entry no.,41,42,43,44,45,46,47,48,49,50
FLuc act counter,1.1,1,1,1.1,1,0,1,1,1.1,1
ROMK primary,1.6,-4.1*,.,0.55,-0.014,-0.018,0.53,0.022,-0.44,.
STAT3 act,93,108,113,99,98,89,95,93,104,104
FLuc inh counter,-5,-4,-4,-7,0,96*,-3,-1,-8,-4
APP 5UTR inh,-18,9,-12,2,-5,-37,-7,-9,6,1
STAT1 blocker,5,-8,4,-3,-16,-3,-3,1,8,-2
NF-kB expr up,1.1,1.1,0.88,1.1,1.4,1.2,1.5,1.1,1,1.2
STAT3 blocker,11,-8,-17,10,6,14,9,11,7,-2
STAT1 act,94,107,96,100,114,101,102,97,92,102
APP 5'UTR act,18,-9,12,-2,5,37,7,9,-6,-1

Full records as entered above. Order of values: FLuc act counter | ROMK primary | STAT3 act | FLuc inh counter | APP 5UTR inh | STAT1 blocker | NF-kB expr up | STAT3 blocker | STAT1 act | APP 5'UTR act
Clc1ccccc1-c1ncnc2ccc(Br)cc12 in the list: 1.1 | -0.44 | 104 | -8 | 6 | 8 | 1 | 7 | 92 | -6
Cc1cccc(-n2c(-c3cccc([N+](=O)[O-])c3)nc3nc4ccccc4nc32)c1 in the list: 1 | . | 113 | -4 | -12 | 4 | 0.88 | -17 | 96 | 12
O=C(CCC1N=C2c3ccccc3N=C(SCc3ccc(Cl)cc3)N2C1=O)NCc1ccco1 (stereo unspecified) in the list: 1 | -4.1* | 108 | -4 | 9 | -8 | 1.1 | -8 | 107 | -9
Cc1ccc(CNC(=O)C(=O)NCC(c2ccco2)N2CCOCC2)cc1 (stereo unspecified) in the list: 1 | . | 104 | -4 | 1 | -2 | 1.2 | -2 | 102 | -1
O=C(Cc1cccs1)Nc1cccc(C(=O)Nc2ccc(C(=O)O)cc2)c1 in the list: 1 | -0.014 | 98 | 0 | -5 | -16 | 1.4 | 6 | 114 | 5

The list continues:
51	CCNc1nc(NCC)n2c(SCc3nc4ccccc4c(=O)[nH]3)nnc2n1
52	O=C(/C=C/c1ccc(OC2CSC2)cc1)c1ccc(Cl)cc1
53	Cc1c(Br)c([N+](=O)[O-])nn1CCCC(=O)N1CCN(c2ccccc2)CC1
54	Cc1c(Cl)cccc1NS(=O)(=O)c1ccc2c(c1)C1C=CCC1C(c1ccc(C(=O)O)cc1)N2 (stereo unspecified)
55	N#Cc1nc(Cc2cccc3ccccc23)oc1NCCCn1ccnc1
56	CN1C(=O)CC(N2CCN(c3ncccn3)CC2)C1=O (stereo unspecified)
57	CC(C)C(NC(=O)c1ccccc1)C(=O)NCC(c1ccccc1)N(C)C (stereo unspecified)
entry no.,51,52,53,54,55,56,57
FLuc act counter,1.1,1,1.1,1,1.1,1,1.1
ROMK primary,-2.3,-0.09,-0.39,0.55,.,.,0.3
STAT3 act,118,74,92,98,103,100,106
FLuc inh counter,-9,-2,-5,-1,-6,-4,-6
APP 5UTR inh,-16,-19,-5,-17,-11,9,8
STAT1 blocker,2,-5,-7,2,4,-1,-6
NF-kB expr up,0.64,1.3,1.1,1.1,0.71,0.89,0.94
STAT3 blocker,-20,30,10,8,-2,8,-5
STAT1 act,92,104,106,96,97,101,104
APP 5'UTR act,16,19,5,17,11,-9,-8
